NR2E3 ag-1: inhibitors of NR2E3-RetCOR corepressor binding, primary screen, NR2E3 agonist project, biochemical, TR-FRET, GST-NR2E3, biotin-RetCOR. Photoreceptor-specific nuclear receptor (Homo sapiens), Q9Y5X4. 1536-well. inhibition of corepressor binding, % at 4.78 µM. 320,000 compounds, 0.12% hits. AID 2300, 2010;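 active = percent inhibition above the cutoff of mean plus 3 SD of all tested compounds, set per screening campaign, cut at about 20% in these data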;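 also: 0% = DMSO wells and 100% = biotin wells as full block of FRET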
Target sequence (Q9Y5X4 whole entry, looked up): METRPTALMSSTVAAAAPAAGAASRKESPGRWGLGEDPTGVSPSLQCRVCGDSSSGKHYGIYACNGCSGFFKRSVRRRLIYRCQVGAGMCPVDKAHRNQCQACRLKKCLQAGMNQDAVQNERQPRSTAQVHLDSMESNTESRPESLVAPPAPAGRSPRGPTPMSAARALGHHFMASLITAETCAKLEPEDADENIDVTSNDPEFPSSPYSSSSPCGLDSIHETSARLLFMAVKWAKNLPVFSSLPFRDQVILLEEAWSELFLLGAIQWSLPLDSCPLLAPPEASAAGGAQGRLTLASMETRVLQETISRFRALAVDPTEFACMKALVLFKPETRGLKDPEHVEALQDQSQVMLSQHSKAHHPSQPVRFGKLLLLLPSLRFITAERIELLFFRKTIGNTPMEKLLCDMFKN
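System: GST-NR2E3 and biotin-RetCOR proteins; probe or stimulus: 7 nM biotin-RetCOR; doses: compound at 4.8 µM, single dose; schedule: Compound–protein incubation for 5 h at 4 °C; detection: time-resolved FRET; read-out: percent inhibition; controls: biotin wells as high control, 0.6% DMSO wells as low control; format: 1536-well plates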
C8 TRAIL sens: viability loss with TRAIL in NB7+C8 cells, primary screen, TRAIL sensitizer project, cell-based, ATPlite luminescence | inhibition (viability loss, TRAIL sensitization), % at 10 µM | 360,000 compounds, 1% hits | AID 624354, 2012;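 active = compounds causing at least 50% loss of cell viability in the single-dose screen, relative to plate controls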
EBV LMP1 NFkB: EBV LMP1-driven NF-kappaB luciferase reporter inhibitors, primary screen, cell-based, luminescence, single point | LMP1-induced NF-kappaB luciferase reporter cells | inhibition, % at 12.5 µM | 350,000 compounds, 0.69% hits | AID 504558, 2011; in the data active = inhibition above about 41%;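 also: 0% = neutral control wells and 100% = reference inhibitor control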
hiPSC survival: enhancers of single-cell hiPSC survival, primary screen, ATPlite luminescence; 100% = ROCK inhibitor wells, 0% = DMSO; survival enhancement, % at 20 µM; 360,000 compounds, 0.044% hits; in the data active = survival enhancement above about 18%;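 also: cells exposed to compounds for 16 hours before the ATP read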
HIF-2a inh: HIF-2a reporter inhibitors, primary screen, luminescence, 786-0 RCC cells | 786-0 RCC cells HIF-2a reporter, luciferase luminescence, overnight | inhibition, % at 18.8 µM | 360,000 compounds, 0.72% hits | AID 624352, 2012;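 active = inhibition of the luminescence signal of 40% or more relative to plate controls, in a single-dose primary screen at 18.75 µM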
NR2E3 ag-2: NR2E3 agonists in two-hybrid cells, primary screen, cell-based, luminescence, CHO-S, Gal4-NCOR/VP16-NR2E3; luciferase; inhibition of corepressor binding, % at 3.98 µM; 360,000 compounds, 0.35% hits; AID 602229, 2012;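 active = inhibition above the mean of all tested compounds plus 3 SD, cut at about 70% in these data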;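 also: 0% = DMSO with NR2E3 transfected cells and 100% = cells lacking NR2E3 construct; higher means lower luciferase signal from less NR2E3 corepressor binding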
Shn3 inh set2: reduction of Shn3 3'UTR firefly luciferase signal, primary screen, Schnurri-3 inhibitor project, cell-based, Clone20 osteoblasts, set 2. Clone20 osteoblast Shn3 3'UTR firefly luciferase, 24 h. inhibition, % at 12.5 µM. 360,000 compounds, 0.52% hits;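 active = mean inhibition of at least 75% with every replicate also reaching 75%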;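 also: 0% = median of neutral control wells and 100% = pilot-screen positive control compound; some compounds past the cut are filed as inactive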
Peg3 prom inh: Peg3 promoter-driven luciferase inhibitors, primary screen, cell-based, HeLa, luciferase luminescence | HeLa PEG-Prom luciferase reporter, overnight | inhibition, % at 20 µM | 360,000 compounds, 1.7% hits | AID 588405, 2011;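 active = inhibition of at least 50% at 20 µM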
MITF TRPM1 inh: inhibitors of MITF-dependent TRPM1 promoter reporter, primary screen, cell-based, SK-MEL-5, single point, luciferase | SK-MEL-5 TRPM1 promoter luciferase, 24 h | inhibition, % at 12.5 µM | 330,000 compounds, 0.83% hits;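 active = mean inhibition across replicates of 60% or more, whatever share of single replicates reaches that level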; also: values of inactives mirror those of a sister screen read the other way
KKLEB cytotox: cytotoxicity in KKLEB CF airway cells, primary screen, cytotoxicity control for CF NF-kB inhibitor project, cell-based, uHTS, fluorescence assay plates | KKLEB CF airway cells viability, ATPlite luminescence, overnight; active compounds read low; cells stimulated with P. aeruginosa culture filtrate | activity change (cytotoxicity), % at 5 µM | 360,000 compounds, 0.36% hits | AID 602141, 2011;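 active = corrected activity change at or below -50% at 5 µM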
CF NFkB block: inhibitors of PAF-induced NF-kB signaling, primary screen, cell-based, GFP fluorescence, uHTS. KKLEB NF-kB-GFP reporter, GFP fluorescence overnight. inhibition, % at 5 µM. 360,000 compounds, 0.86% hits;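 active = at least 50% inhibition at 5 µM, scaled per plate between neutral and stimulator controls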;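 also: PAF is a Pseudomonas aeruginosa culture filtrate used as stimulus; plate controls were PAF-stimulated DMSO wells for no effect and unstimulated DMSO wells for full effect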
The depositor's hits bear a star; · = no result given. The list is partial; count on the stated rates, not on these rows.

The opening three compounds, to show the layout:
SMILES	NR2E3 ag-1	C8 TRAIL sens	EBV LMP1 NFkB	hiPSC survival	HIF-2a inh	NR2E3 ag-2	Shn3 inh set2	Peg3 prom inh	MITF TRPM1 inh	KKLEB cytotox	CF NFkB block
COC(=O)c1cnc(SCC(=O)c2ccccc2)n1C	2	4	-11	0.7	-243	-163	-28	-247	-31	-2	-4
CCc1ccccc1N1C(=O)CN(Cc2cc(OC)c(OC)c(OC)c2)C1=S	2	-5	0	0.2	13	-1	40	17	-4	-21	10
CC(C)(C)NC1=NCCNC(c2ccccc2)=C1	·	-5	-1	-0.4	4	-9	13	1	·	-11	0

The listing (from the top)
SMILES	NR2E3 ag-1	C8 TRAIL sens	EBV LMP1 NFkB	hiPSC survival	HIF-2a inh	NR2E3 ag-2	Shn3 inh set2	Peg3 prom inh	MITF TRPM1 inh	KKLEB cytotox	CF NFkB block
COC(=O)c1cnc(SCC(=O)c2ccccc2)n1C	2	4	-11	0.7	-243	-163	-28	-247	-31	-2	-4
CCc1ccccc1N1C(=O)CN(Cc2cc(OC)c(OC)c(OC)c2)C1=S	2	-5	0	0.2	13	-1	40	17	-4	-21	10
CC(C)(C)NC1=NCCNC(c2ccccc2)=C1	·	-5	-1	-0.4	4	-9	13	1	·	-11	0
CCC(C)NC(=O)c1ccccc1NS(=O)(=O)c1ccc(OC)c(OC)c1 (configuration not stated)	-2	-10	-12	-0.8	10	-6	-71	16	3	2	5
CC(C)(CO)Nc1ncnc2onc(-c3ccc(F)cc3)c12	-1	11	-2	-0.9	9	5	0	19	4	-5	24
Cc1cc(NC(C)c2ccccc2)n2ncc(-c3ccccc3)c2n1 (configuration not stated)	3	18	-62	-0.7	-269	-91	-36	-283	-122	-8	13
Nc1nc(=S)n(-c2ccccc2)[nH]1	-2	12	-4	0.2	15	·	0	-2	-2	-5	8
COc1ccc(C(=O)NN=C2CCCC2)c(OC)c1	-2	-11	-3	-0.3	-26	-45	-5	5	-1	-24	24
CCOC(=O)N1CCN(C(=O)CN(c2ccc(C)c(C)c2)S(=O)(=O)c2ccccc2)CC1	4	-15	4	-2.8	12	9	29	20	13	7	5
CCOc1cc(C#N)ccc1OCC(=O)NNC(=O)CC1CCS(=O)(=O)C1 (configuration not stated)	·	5	-2	-0.3	7	4	-9	7	15	-7	26
Cc1ccc(CC2CC(=O)N(Cc3ccco3)C2=O)cc1 (configuration not stated)	1	-5	8	2.6	14	-16	-1	9	8	-4	15
O=C(C[n+]1ccccc1)N/N=C/c1ccccc1F	-4	-7	-10	-0.4	-5	-16	-4	2	-1	8	-18
Cc1cc(=O)oc2cc(OCC(=O)NC3CCN(Cc4ccccc4)CC3)c(Cl)cc12	2	-4	1	0.9	-1	15	-4	15	-4	12	-35
Cc1nnc(NC(=O)CSc2ncnc3c2cnn3-c2ccccc2C)s1	0	23	-4	-1.7	-9	-12	-1	-1	1	8	-25
Cc1onc(-c2c(F)cccc2Cl)c1C(=O)NC(=S)Nc1c(C)n(C)n(-c2ccccc2)c1=O	2	-3	0	-3.5	13	-13	6	-3	6	-6	10
CN1CCC(=O)N([C@H](CN=[N+]=[N-])c2ccccc2)CC1	5	-3	8	-4.0	-10	-16	-22	-12	13	-8	-12
COc1ccc(S(=O)(=O)c2ccccc2)cc1NS(=O)(=O)c1cccc(C(=O)O)c1	6	3	-4	-0.3	-6	-56	-22	-21	1	12	-13
Cc1ccc(C)c(C(=O)N(Cc2nc(-c3ccc(Cl)cc3)no2)C(C)C)c1	1	7	17	-0.4	10	-3	15	34	5	1	-9
O=C(COC(=O)c1cc(=O)[nH]c2ccccc12)c1ccc(Br)cc1	-6	-9	-19	1.4	-31	4	-28	-41	-20	3	-7
O=[N+]([O-])c1ncccc1OCc1ccccc1Br	-2	5	-8	0.1	-32	-17	4	-13	-46	7	-8
CC(=O)Nc1ccc(C=NN=C2c3ccccc3-c3ccccc32)cc1	·	14	12	2.2	-91	-25	26	74*	0	-1	-46
Cc1cc(CNC(=O)C(C)Cc2ccccc2)nn1C (configuration not stated)	2	10	29	5.9	-7	-6	0	3	1	-8	14
CSCC[C@H](NC(=O)[C@H](Cc1ccccc1)n1c(=O)[nH]c2ccccc2c1=O)C(=O)N[C@@H](Cc1ccccc1)C(=O)O	-5	2	5	-0.6	1	4	4	6	·	-3	-3
Cc1[nH]c(=O)[nH]c(=O)c1/C=N/NC(=O)CCCCCNC(=O)OC(C)(C)C	1	-2	3	-0.4	1	10	·	-9	-6	3	-7
COc1ccc(/C=C/c2nnc(NC(=O)CSc3ccc(Cl)cc3)s2)cc1	1	3	-15	-0.1	-13	-12	-12	3	-16	-26	8
CCOc1ccccc1NC(=O)CC1Nc2ccccc2NC1=O (configuration not stated)	2	5	6	4.2	14	5	1	20	24	-3	5
O=C1OC(Cc2ccncc2)C(O)=C1C1=NCCCN1 (configuration not stated)	2	0	6	-1.7	10	1	7	19	-12	-5	6
COc1cc(C(O)c2nc(-c3cccc(C(C)C)c3)cs2)ccc1F (configuration not stated)	·	-4	·	-2.0	3	10	24	26	·	-10	27
COC(C(=O)Nc1cc([N+](=O)[O-])ccc1C)c1ccccc1 (configuration not stated)	0	1	-1	-2.7	-6	-16	-2	14	-6	5	-3
O=C(c1c(O)cc(O)cc1O)C1c2c(cc(O)c3c2O[C@H](c2ccc(O)cc2)[C@@H](O)C3)OC1c1ccc(O)cc1 (some centres not stated)	1	-32	0	3.3	16	-22	7	7	-15	30	-2
CCOC(=O)CCc1c(C)c2ccc(OCC(=O)N(CC)CC)c(C)c2oc1=O	-3	-7	3	0.2	-12	-21	10	0	7	-13	9
COc1ccc(OC)c(S(=O)(=O)Nc2cccc(O)c2)c1	-1	-17	-2	1.1	20	5	-2	7	7	2	3
CN(C)Cc1c(O)ccc2[nH]cnc12	0	-4	-2	-2.1	11	-16	-1	-2	3	-23	-4
CCN(CC)S(=O)(=O)c1ccc2c(c1)nc(CCC(=O)OCc1c(C)noc1C)n2C	0	8	-16	8.1	10	19	16	19	5	-8	-4
O=C(NCc1ccncc1)C(=O)NCC1OCCN1S(=O)(=O)c1cc(F)ccc1F (configuration not stated)	5	15	-2	0.4	10	-7	11	19	2	-22	16
OC[C@@H]1CN(CCN2CCOCC2)C[C@H](n2cnc3c(NCc4ccc(F)cc4)ncnc32)O1	·	-22	·	0.8	2	22	-32	0	·	3	-12
O=C(N/N=C1\CC2CC=CC12)c1ccc(Br)cc1 (configuration not stated)	-4	2	-5	-0.5	1	-52	-27	-10	-3	10	-6
COc1cc(/C=N/O)cc(Br)c1OCc1cccc(Cl)c1	0	-7	-2	-0.6	-107	-30	1	-38	-6	-26	10
CC(C)(C)NC(=O)C(c1ccccc1)N(C(=O)c1csnn1)C1CC1 (configuration not stated)	2	1	-7	0.7	11	-2	10	5	1	10	-8
CCOC(=O)N/N=C/c1c[nH]c2ccccc12	-2	-8	-10	0.3	-10	-20	-9	-1	10	18	-11
CC(C)(C)C(=O)Cn1c(=O)n(CC2CCCO2)c(=O)c2ccccc21 (configuration not stated)	2	-15	6	0.6	8	-8	-16	9	2	-4	0
CCc1nc(NC(C)(C)C)c2cnn(-c3ccccc3)c2n1	-2	-2	-53	-0.2	-274	-75	-62	-278	-87	-3	-22
O=C(O)c1ccc(N=c2oc3cc(O)ccc3cc2C(=O)NCc2ccccc2)cc1	7	5	-40	1.0	-83	-34	7	-29	-33	-19	-7
Cc1ccc(NC(=O)Nc2ccc(S(N)(=O)=O)cc2)cc1	0	8	-10	-2.0	-61	-47	-25	-35	-23	0	-4
COc1ccc(Br)cc1CNC(=O)Nc1cccs1	6	-9	-2	-1.5	5	-17	3	3	-6	1	-22
COC(=O)[C@H](CCSC)NC(=O)Cn1cnc2c(NCc3ccccc3)ncnc21	·	0	2	0.3	8	-63	-24	1	0	5	5
Cc1c(C)c2ccc(OCC(=O)NCCN3CCOCC3)c(C)c2oc1=O	1	-6	-4	0.7	-11	-27	-3	-3	-10	16	-11
O=C(N/N=C/c1ccc(Br)o1)c1cncc(Br)c1	-4	-1	-2	-4.5	18	9	3	-1	-2	12	-6
O=C(COc1ccc2ccc(=O)oc2c1)c1ccccc1	-2	-2	7	0.3	-120	-30	-19	-88	-31	-10	-16
O=c1c(-c2ccc(Oc3ccccc3)cc2)[n+]([O-])c2ccccc2n1OCc1ccccn1	-1	-8	-5	-0.3	-26	-3	11	-10	8	-1	-3
CN(CC(=O)NC1CCCCCC1)S(=O)(=O)c1ccc(F)cc1	0	-10	-9	0.2	-4	-11	-4	-4	-10	-9	16
Cc1cc2nc(NC(=O)C3(C)CCN(C)C3)[nH]c2cc1C (configuration not stated)	·	-26	·	-2.6	-27	1	-19	-15	·	3	-2
O=C(O/N=C/c1ccc2c(c1)OCO2)c1ccc([N+](=O)[O-])cc1	-3	-2	-31	3.3	0	-20	3	-1	-6	1	10
COCc1[nH][nH]c(=O)c1C=Nc1ccc(Cl)cc1	0	-1	-30	-2.5	5	13	19	1	4	2	-3
COc1ccc(NS(=O)(=O)NC(=O)c2c(C)n(C)c3ccccc23)cc1	2	-6	-4	0.2	5	14	-5	-13	6	10	-22
N#CC1(c2c(O)nc3n(c2=O)CCCS3)CCCCC1	6	-12	1	-0.3	-2	2	6	-11	11	1	6
Cc1ccc(N(C)C(=O)C2CCN(S(=O)(=O)c3ccc4c(c3)oc(=O)n4C)CC2)cc1	-1	-10	6	-0.1	17	-5	10	5	·	16	-1
CCc1[nH]nc2c1C1(CCN(C(=O)OCc3ccccc3)CC1)C(C#N)=C(N)O2	2	-11	9	-4.0	-15	-22	-13	-24	-5	-14	2
COc1ccc(CN2CCSCC2)cc1O	3	-32	3	-2.7	20	2	3	2	-8	0	-2
CCOC(=O)c1c(C)[nH]c(C)c1C(=O)COC(=O)[C@@H](NC(=O)c1ccccc1OCC)C(C)C	-1	8	7	-0.5	22	18	4	18	10	16	-10
CCOc1ncccc1C(=O)OCC(=O)NC(=O)c1ccccc1	4	-8	4	-0.6	10	-10	-50	-15	-1	16	-8
Cc1ccc(C)c(NC(=O)c2ncn[nH]2)c1	2	5	-1	-1.6	5	-8	-50	4	3	9	-14

Screens: PubChem, several laboratories
